FN deposit inh = fibronectin deposition inhibition; AH1F fibroblasts, Alexa488-fibronectin deposition fluorescence, overnight; inhibition, % at 12.6 µM; hit rate 0.086% among 350,000; AID 743247;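 active = mean inhibition across replicates of 30% or more, regardless of how many single replicates reach that level; inconclusive = mean under 30% yet at least half of replicates reach 30%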;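 also: positive control wells lacked labelled fibronectin entirely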
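Assay system: AH1F fibroblast monolayer, labelled fibronectin deposition. Amount: 10000 cells per well. Also added: labelled fibronectin 24 nM. Compound: single-point pinned compound. Incubation: cell attachment 1 h, compound and FN exposure overnight. Detection: fluorescence after three HBSS washes, excitation 485 nm, emission 525 nm. Read-out: inhibition of fibronectin deposition signal.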
PGC1a acetyl inh = lowers PGC1a acetylation signal in U2OS cells; hit rate 0.17% among 350,000; AlphaScreen anti-acetyl-lysine; with virally co-expressed GCN5 acetyltransferase; AID 651687; inhibition, % at 15.6 µM;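 active = every replicate shows inhibition of at least 40%; inconclusive = mean inhibition at least 40% but some replicate below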;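 also: 0% = neutral control wells and 100% = positive control wells; some results beyond the cut were filed as inactive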
Casp6 inh = blocks human caspase-6 cleavage activity; AID 686996; inhibition, % at 12.5 µM; P55212; hit rate 0.53% among 350,000; purified caspase-6, Z-VEID-R110 cleavage fluorescence;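 active = mean inhibition across replicates at least about 35%, with every replicate also reaching that limit, limit read from the data; inconclusive = only one of the two criteria met; inactive = neither criterion met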;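 also: 0% = median of neutral control wells and 100% = no fluorescence left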
Target sequence (P55212 24-179 limits assumed): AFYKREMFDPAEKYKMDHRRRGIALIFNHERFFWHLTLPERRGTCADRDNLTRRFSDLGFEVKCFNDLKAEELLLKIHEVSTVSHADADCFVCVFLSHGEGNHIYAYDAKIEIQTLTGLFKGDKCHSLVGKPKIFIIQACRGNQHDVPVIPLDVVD
Target sequence (P55212 194-293 limits assumed): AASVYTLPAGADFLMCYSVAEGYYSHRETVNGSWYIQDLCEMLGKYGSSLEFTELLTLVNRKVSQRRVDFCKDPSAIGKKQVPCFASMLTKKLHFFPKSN
LGR2 inh = inhibitors of bursicon-induced Drosophila LGR2 receptor cAMP signaling; HEK293 LGR2, CRE-luciferase, bursicon-stimulated, 4 h; hit rate 0.35% among 380,000; inhibition, % at 9.99 µM; AID 720647;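 active = drop in luminescence signal, shown as inhibition above about 50% in the replicate tests, limit read from the data, passing the limit was not always enough; inconclusive = probably only some replicates passing the limit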;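 also: agonist challenge used bursicon conditioned medium at about half maximal strength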
miR-122 sensor = inhibitors of miR-122 in Huh7 cells | AID 602342 | hit rate 0.3% among 340,000 | activation (reporter increase), % at 12.5 µM | Huh7 miR-122 Renilla luciferase sensor, 48 h; neutral wells = 0, positive control = 100;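 active = mean replicate activation score at least 90 and every replicate individually at or above 90; inconclusive = only one of the two criteria met; inactive = neither criterion met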;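 also: higher luciferase means less miR-122 activity so hits act as miR-122 inhibitors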
Cneo AK release = causes C. neoformans cell lysis. adenylate kinase release luminescence, 4 h; normalised: neutral wells 0, clomiphene wells 100. lysis activity, % at 15 µM. hit rate 0.2% among 360,000. AID 651654;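 active = mean lysis activity across replicates of at least 80%, whatever share of replicates individually reach that level; inactive = mean lysis activity below 80%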
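Assay system: C. neoformans cells. Amount: yeast cell density of 5 × 10^6 cells/mL. Technique: AK luminescence. Buffer or medium: YPD. Times: static 4 h at 37 °C with compound, 1 h detection. Dosing: single-point compound dose. Read-out: lysis from increased AK signal.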
PAX8 inh HTS = lowers PAX8-driven luciferase in RMG-I cells | RMG-I TPO-luciferase reporter, SteadyGlo, 24 h | inhibition, % at 12.6 µM | hit rate 1.2% among 360,000;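 active = mean replicate inhibition at least 60% with every replicate also reaching 60%; inconclusive = only one of the two criteria is met; inactive = mean below 60% and not all replicates reaching 60%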;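 also: luciferase light reporting Pax8 driven TPO promoter activity; plate controls were median of neutral control wells for no effect and mitoxantrone controls for full effect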
EWS-Fli inh = blocks EWS/Fli oncoprotein-driven transcription. A673 NR0B1-luciferase reporter, viability-normalised. inhibition, % at 12.6 µM. hit rate 0.67% among 350,000. AID 651661;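 active = mean inhibition of at least 50% after viability correction, with every replicate also passing that limit; inconclusive = mean reaches 50% but only one of two replicates passes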;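 also: firefly luciferase signal divided by Alamar Blue viability fluorescence both relative to DMSO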
An asterisk follows results filed as active; ? = inconclusive; · = not tested or not shown; [ ] = remark or other dose.

SMILES | FN deposit inh | PGC1a acetyl inh | Casp6 inh | LGR2 inh | miR-122 sensor | Cneo AK release | PAX8 inh HTS | EWS-Fli inh
Nc1ccncc1N | 0.3 | 4.7 | -64.6 | -2.0 | -5.0 | 0.4 | -2.1 | -5.1
Cc1c(Br)c([N+](=O)[O-])nn1C(C)C(=O)NCc1ccco1 (configuration not stated) | 1.5 | 38.1 | · | 17.8 | 3.3 | -4.1 | 16.2 | ·
CC(=O)N1N=C(c2ccc(C)cc2)OC1c1ccc(C)cc1 (configuration not stated) | -1.4 | 2.1 | · | · | -11.9 | -0.1 | -50.6 | ·
CCOC(=O)c1ccc(NC(=O)c2sc3nc(N4CCOCC4)c4c(c3c2N)CCCC4)cc1 | 4.0 | -5.1 | -1.7 | 1.7 | 5.4 | 0.4 | 0.6 | ·
CCOC(=O)c1c(C)[nH]c(C(=O)NCC(c2ccco2)N2CCCCC2)c1C (configuration not stated) | 0.1 | · | -2.0 | 1.1 | · | 1.9 | -5.9 | -1.3
Cc1noc(C)c1-c1nc(CS(=O)(=O)c2ccccc2)no1 | -10.1 | -0.5 | -3.0 | 2.9 | · | · | 7.1 | 5.8
CCNC(=S)N/N=C/c1cn(Cc2ccc(F)cc2)c2ccccc12 | -0.4 | · | 1.0 | · | · | · | 7.7 | -13.3
CCCN1C[C@H](C)[C@H](OC)CN(C)C(=O)c2ccc(NC(=O)c3cccc(OC)c3)cc2OC[C@H]1C | -1.6 | -4.9 | 1.9 | -12.3 | 3.8[16.7 µM] | -3.2 | · | 8.5
CCCCOCCCNC(=S)Nc1ccc(S(=O)(=O)N2CCOCC2)cc1 | 4.4 | 6.0 | -1.9 | 13.4 | 176.0* | -0.9 | 10.5 | 11.5
CCCc1[nH][nH]c(=O)c1C(c1cccc(Cl)c1)C(C#N)C#N (configuration not stated) | 10.0 | 21.6 | · | · | 0.3 | · | 3.1 | ·
CCc1nn(CC(=O)NCCc2ccc(Cl)cc2)c(=O)c2cccn12 | -3.8 | 0.1 | 0.8 | -6.9 | -2.6 | 0.1 | 2.2 | 0.5
COc1ccc2cc(CO)c(Cl)nc2c1 | 4.4 | -1.1 | -0.5 | 9.1 | 0.7 | 0.2 | -17.5 | -6.7
CCN1C(=O)C(CC(=O)Nc2c(C)cccc2C)Nc2cc(S(=O)(=O)N(C)C)ccc21 (configuration not stated) | -3.0 | -0.5 | 3.4 | -0.7 | 3.5 | -2.3 | 10.4 | -1.6
CCOc1ccc(S(=O)(=O)N(C)c2ccc(OCC(=O)NCC3CCCCC3)cc2)cc1 | -2.9 | -26.4 | 0.7 | -26.8 | -13.1 | -0.3 | 27.1 | 10.5
CCCNC(=O)N(C)C[C@H]1Oc2ncc(C#C[C@@H](C)O)cc2C(=O)N([C@@H](C)CO)C[C@H]1C | 1.5 | 3.7 | -4.1 | 11.8 | -3.0[16.7 µM] | -5.9 | · | -8.0
COc1ccc(CNC(=O)OC2CC3CC2[C@H]2CCCCN2C3=O)cc1 (some centres not stated) | -2.1 | · | -5.3 | -5.8 | · | · | 1.5 | -2.1
O=C(CCN1C(=O)C2CCCCC2C1=O)N1CCN(S(=O)(=O)c2ccccc2)CC1 (configuration not stated) | 9.1 | 4.1 | 3.2 | -9.2 | -6.0 | -2.1 | -5.3 | 2.8
CC(=O)N(C)C[C@@H]1Oc2ncc(-c3ccc(C#N)cc3)cc2C(=O)N([C@@H](C)CO)C[C@H]1C | -10.1 | 4.3 | -0.8 | -14.6 | -6.5[16.7 µM] | -0.2 | · | -1.3
Cn1c(-c2ccc(C(=O)c3ccccc3)s2)nc2ccccc21 | -8.6 | -6.1 | -3.3 | -7.4 | -1.1 | -4.1 | -64.4 | ·
O=C(O)CCc1nc(-c2ccccc2)no1 | -6.1 | -0.8 | · | · | -2.3 | 4.0 | -3.0 | ·
CC1Cc2ccccc2N1C(=O)c1cc2c(=O)n3ccccc3nc2n1C (configuration not stated) | 4.2 | 0.9 | · | · | -6.9 | -2.2 | 50.6 | ·
COc1ccc(CNC(=O)Cn2cnc3c(SC)nc(N)nc32)cc1 | -3.3 | 6.8 | -1.3 | -2.6 | -7.1 | -1.0 | -4.1 | 4.9
COc1cc(CN2CCC(n3nccc3NC(=O)C3CC3)CC2)cc(OC)c1 | -6.0 | · | -4.1 | 10.3 | · | 1.1 | 11.2 | ·
O=C(O)c1cc(C(F)(F)F)nc2ccccc12 | -0.9 | · | 1.0 | 0.4 | · | 0.6 | 10.6 | -1.0
O=C(OCC#CCSc1nnc(-c2cccc3ccccc23)o1)c1ccc(Br)cc1 | -2.1 | 11.5 | 2.1 | -0.7 | 0.6 | -1.7 | -10.0 | 3.1

The results go on.
SMILES | FN deposit inh | PGC1a acetyl inh | Casp6 inh | LGR2 inh | miR-122 sensor | Cneo AK release | PAX8 inh HTS | EWS-Fli inh
Cc1cc(C)n(-c2ccc(C(=O)N3CCN(S(=O)(=O)c4ccc(OC(F)(F)F)cc4)CC3)cc2)n1 | -1.0 | -21.7 | -4.5 | -2.0 | -10.9 | 16.3 | 6.0 | -0.5
O=S(=O)(c1cccc(F)c1)N1CCCN(c2ccc(C(F)(F)F)cn2)CC1 | 5.3 | -17.7 | 3.3 | 4.7 | 5.1 | -0.6 | 2.8 | -1.4
CCC(=O)N1CCc2cc(S(=O)(=O)NC(C(=O)NCc3ccc(F)cc3)C(C)C)ccc21 (configuration not stated) | -9.6 | 5.6 | · | · | -14.3 | 3.6 | -0.7 | ·
Cc1ccccc1C(=O)Oc1ccccc1C(=O)N1CCOCC1 | 1.6 | -9.5 | · | · | 13.0 | -0.7 | -0.2 | ·
O=C(C[C@H]1C=C[C@@H](NC(=O)c2cccc(F)c2)[C@H](CO)O1)Nc1nccs1 | -6.4 | 6.1 | 1.4 | -12.8 | · | 37.7 | 2.8 | -9.9
COc1ccc(CC(=O)NC(C)c2ccc(S(N)(=O)=O)cc2)cc1S(=O)(=O)N1CCOCC1 (configuration not stated) | · | · | -0.2 | -9.4 | -2.8 | 2.5 | 4.7 | -3.0
COc1ccc(-c2noc(CCC(=O)N3CCC(c4cc(C)ccc4C)CC3)n2)cc1 | -25.0 | 1.1 | 2.3 | -12.0 | -6.9 | 1.1 | -27.4 | -24.7
Cc1cc2cc(CNS(=O)(=O)c3ccccc3)ccc2n1C | -3.7 | -3.5 | -0.5 | -16.6 | -2.9 | 1.7 | 17.7 | -12.2
COc1ccc(C(=O)NCC(=O)N/N=C/c2cn[nH]c2-c2ccccc2)cc1 | -13.7 | · | 1.7 | -3.8 | -6.1 | -0.6 | 13.9 | -20.9
CC(C)CCOCC(=O)Nc1cccc(C(=O)O)c1 | -8.9 | -11.4 | · | · | 3.7 | 0.7 | · | ·
Cc1nc(NC(=O)/C=C/c2ccccc2)n[nH]1 | 9.4 | -13.8 | 1.5 | ? | 3.4 | 2.6 | 43.6 | 38.5
O=C(O)c1ccc(NC2=C/C(=N/S(=O)(=O)c3ccccc3)c3ccccc3C2=O)cc1 | · | 3.5 | 99.0* | 98.9* | 19.2 | · | 79.8* | 26.8
CCOc1ccc(N2CC(C(=O)NCCc3ccccc3)CC2=O)cc1 (configuration not stated) | · | 3.9 | 3.6 | 4.5 | -2.8 | -0.5 | 4.0 | -1.9
CC(=O)Nc1cccc(NC(=O)CSc2nnc(Cc3cccn3C)n2CCc2ccccc2)c1 | 2.9 | -9.5 | · | · | -4.0 | -0.3 | · | ·
Cc1ccccc1S(=O)(=O)N1CC[C@@H]2[C@H]1c1cc(-c3ccc(C#N)cc3)ccc1N[C@@H]2CO | 4.7 | 1.9 | -1.8 | -4.6 | 2.2[16.7 µM] | 1.2 | -56.8 | -0.8
COc1ccc2c(c1C)CCC(C)(C#N)C2=O (configuration not stated) | -13.0 | 9.4 | -5.9 | -12.5 | · | -0.8 | -32.2 | 0.7
COCC#Cc1cnc2c(c1)C(=O)N([C@H](C)CO)C[C@@H](C)[C@H](CN(C)Cc1ccc(F)cc1)O2 | -8.3 | -14.8 | 0.2 | -21.9 | -5.0[16.7 µM] | 0.3 | · | -4.5
Cn1cc(C(=O)N2CCc3ccccc3C2)c(=O)c2cc(S(=O)(=O)N3CCOCC3)ccc21 | 8.1 | -11.4 | 4.0 | 6.5 | -3.1 | 0.9 | 4.4 | -3.5
c1ccc(OCCOc2cccc3cccnc23)cc1 | 6.2 | · | 0.0 | -46.8 | · | · | -42.1 | -74.0
C[C@H](CO)N1C[C@H](C)[C@@H](CN(C)C(=O)C2CCCCC2)Oc2ncc(C#CC3CCCC3)cc2C1=O | -11.5 | -3.9 | 0.0 | 14.4 | 6.9[16.7 µM] | 5.2 | 1.1 | 9.1
O=C(COc1ccc(Cl)cc1)Nc1ccccc1Cl | -10.4 | -4.8 | -4.4 | -21.9 | -3.6 | -6.8 | -5.5 | 12.5
O=C(/C=C/c1ccc(S(=O)(=O)NCc2ccco2)cc1)NCc1cccc(Cl)c1 | -7.6 | 13.7 | · | -4.6 | 1.7 | -0.2 | -15.7 | ·
O=C(NCc1ccccc1)NCc1cccs1 | 0.8 | -8.9 | -1.5 | -15.4 | -3.8 | · | -16.2 | -21.8
CCNC(=O)COc1ccc(F)cc1C(=O)c1cnn(-c2ccccc2)c1 | -13.4 | -1.8 | 1.0 | -11.6 | 1.2 | 2.6 | 3.3 | 13.4
COc1cc(OC)c2ccc(=O)oc2c1C(CC(=O)N1CCCC(C)C1)c1ccc2c(c1)OCO2 (configuration not stated) | -1.5 | 39.4 | 7.0 | -3.1 | 3.8 | -0.5 | 5.2 | 2.3
C=CCn1c(-c2ccccc2)ccc(C#N)c1=O | -2.0 | · | · | · | 13.6 | -2.5 | 4.1 | ·
CN(Cc1ccccc1)S(=O)(=O)c1ccc(NC(=O)C2CCCO2)cc1 (configuration not stated) | · | 30.1 | -4.8 | -3.8 | · | -0.2 | · | -0.6
Cn1cnc(CCNC(=O)[C@@H]2[C@@H](CO)[C@@H]3Cn4c(cccc4=O)[C@H]2N3C(=O)Nc2ccccc2)c1 | · | -1.9 | -3.0 | -26.0 | 0.8[16.7 µM] | -0.9 | -22.0 | 1.3

Source: PubChem BioAssay
